High-throughput results from PubChem BioAssay.
MmCpn inh: blocks the Methanococcus maripaludis chaperonin Mm-Cpn; purified Mm-Cpn ATPase, ADP Transcreener TR-FRET; Potency, µM (top dose mostly 76.9 µM), inactives show at the top dose activity, negative = inhibition, hits mostly inhibitors; 0.031% of 330,000 active; AID 504842; further: potency means the concentration at half of the fitted maximal effect; on the % scale 0 is the no-effect control and ±100 the full control effect; nearly all actives have a fitted effect of over 80% in size
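TR-FRET (320 nm excitation; 590 and 665 nm emission) reports ADP made from 10 uM ATP by 25 nM enzyme; compounds were preincubated 10 min, reaction run 30 min, both at 37°C.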
PTHR1 agonist: agonists of human PTHR1 parathyroid hormone receptor; Q03431; HEK293 GP2 PTHR1 cells, GloSensor cAMP luminescence, 1 h; Potency, µM (highest dose often 115 µM), for inactives: at the top dose activation, usual class: activators; 0.075% of 410,000 active; AID 743266; further: potency means the concentration at half of the fitted maximal effect; nearly all actives have a fitted effect of over 55% in size; some results filed as inactive show a strong effect at the top dose; inactives centre near -15; many of its hits are not listed in these tables
Target sequence (Q03431 whole entry, looked up): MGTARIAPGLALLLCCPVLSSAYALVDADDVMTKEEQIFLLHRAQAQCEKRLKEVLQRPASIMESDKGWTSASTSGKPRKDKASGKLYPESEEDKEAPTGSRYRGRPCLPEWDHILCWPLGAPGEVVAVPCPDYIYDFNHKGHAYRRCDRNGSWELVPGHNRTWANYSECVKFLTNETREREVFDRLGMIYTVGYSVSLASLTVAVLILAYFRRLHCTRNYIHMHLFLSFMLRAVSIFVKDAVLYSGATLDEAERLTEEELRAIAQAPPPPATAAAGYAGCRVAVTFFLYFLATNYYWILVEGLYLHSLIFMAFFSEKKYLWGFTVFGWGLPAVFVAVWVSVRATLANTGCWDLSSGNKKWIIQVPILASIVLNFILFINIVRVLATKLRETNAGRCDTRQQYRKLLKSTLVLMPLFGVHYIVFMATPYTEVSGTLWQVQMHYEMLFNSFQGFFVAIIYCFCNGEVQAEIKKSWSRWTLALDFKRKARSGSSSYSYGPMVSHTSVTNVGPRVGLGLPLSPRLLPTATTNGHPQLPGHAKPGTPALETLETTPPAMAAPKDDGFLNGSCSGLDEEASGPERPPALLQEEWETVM
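HEK-293-derived GP2 cells expressing PTHR1 and a GloSensor cAMP reporter, 3,000/well, plated overnight, given luciferin plus IBMX (each 0.5 mM as added) for 1 h at 37 °C, then compound for 1 h at 37 °C. Luminescence was read after 15 min at room temperature.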
aSyn yeast inh: rescues yeast growth from alpha-synuclein toxicity; Potency, µM (doses to about 46.1 µM), inactives show top-dose growth rescue (activation), actives largely listed as activators; 0.14% of 370,000 active; Yeast expressing alpha-synuclein, growth rescue, BacTiter-Glo, 24 h; further: potency means the concentration at half of the fitted maximal effect; % of control where 0% means no effect; nearly all actives have a fitted effect of over 65% in size
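Readout is rescue of growth in alpha-synuclein-expressing yeast, so inhibitors of toxicity appear as activators. Growth after 24 hr at 30 deg C in galactose medium is quantified by luminescence.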
GLP1R inv ag: inverse agonists of human GLP-1 receptor | P43220 | HEK293 GLP-1R CRE-luciferase, luminescence, 24 h; GLP-1R form is constitutively active | Potency, µM (top dose mostly 38.3 µM), for the others: top-dose activity change, negative = inhibition, most hits filed as inhibitors | 1.6% of 410,000 active; further: potency means the concentration at half of the fitted maximal effect; on the % scale 0 is the no-effect control and ±100 the full control effect; nearly all actives have a fitted effect of over 55% in size
Target sequence (P43220 whole entry, looked up): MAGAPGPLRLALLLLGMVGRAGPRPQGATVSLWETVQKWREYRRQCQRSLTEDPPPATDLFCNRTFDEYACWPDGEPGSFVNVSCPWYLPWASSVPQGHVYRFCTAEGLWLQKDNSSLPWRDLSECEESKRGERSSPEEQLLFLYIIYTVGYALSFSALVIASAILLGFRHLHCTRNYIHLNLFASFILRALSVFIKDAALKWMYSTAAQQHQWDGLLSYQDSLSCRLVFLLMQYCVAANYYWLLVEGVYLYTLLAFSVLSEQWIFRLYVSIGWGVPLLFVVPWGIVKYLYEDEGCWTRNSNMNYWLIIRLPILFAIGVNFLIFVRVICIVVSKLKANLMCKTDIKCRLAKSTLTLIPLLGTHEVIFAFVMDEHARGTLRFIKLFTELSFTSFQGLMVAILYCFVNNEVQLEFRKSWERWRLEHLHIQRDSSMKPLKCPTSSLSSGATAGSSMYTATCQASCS
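Seeding at 200 cells/uL, 12 h culture, 24 hr compound treatment, then luciferase reagent and a luminescence read; cells are HEK293 stably expressing a constitutively active GLP-1R plus cAMP-responsive luciferase.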
FUS suppressor: FUS proteinopathy suppression in yeast; 0.24% of 390,000 active; S. cerevisiae FUS-expressing, growth rescue, OD600, 24 h; AID 1347120; Potency, µM (top dose mostly 76.6 µM), for the others: at the highest dose growth rescue (activation), usual class: activators;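 further: potency means the concentration at half of the fitted maximal effect; plate controls were DMSO vehicle for no effect and reference control for full effect; nearly all actives have a fitted effect of over 55% in size; some results filed as inactive show a strong effect at the top dose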
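Galactose (2%) drives FUS expression in yeast precultured in raffinose; seeding density OD 0.005. Test compounds incubated 24hr at 30C and 99% humidity before absorbance at 600 nm was measured.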
Abeta rescue: compounds reversing amyloid beta toxicity in yeast | 0.063% of 410,000 active | yeast expressing A-beta42, growth rescue, OD600, 48 h; response scale: 0% DMSO, 100% iron-clioquinol control | Potency, µM (top dose mostly 46.1 µM), for inactives: top-dose growth rescue, usual class: activators | AID 1347071; further: potency means the concentration at half of the fitted maximal effect; nearly all actives have a fitted effect of over 55% in size
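Growth rescue measured by 600 nm absorbance after 48 h yeast culture at 30 C with compound. Values normalized between DMSO and an equimolar ferric chloride plus clioquinol control.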
Akt phos inh: blocks phosphorylation of Akt | 0.32% of 360,000 active | Neuro2A IGF-stimulated pAkt S473 HTRF, 20 min; stronger effect = lower value | AID 651550 | activity change, % for hits at 50 µM; in the data active means activity change below about -80%; inconclusive means mostly about -51% to -80%; further: on the % scale 0 is the no-effect control and ±100 the full control effect
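Single-point screen (50 µM final compound) in Neuro2A cells stimulated 20 min with 6 nM IGF at 37 deg C. After lysis, Ser473-phosphorylated Akt read by HTRF (ex 330 nm, em 615/665 nm) as the 665/615 ratio.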
HEK293 tox: cytotoxicity counter-screen for GLP-1 receptor inverse agonists; HEK293 cAMP-luciferase reporter cells, luminescence, 24 h; Potency, µM (top dose mostly 38.3 µM), for inactives: at the top dose activity change, negative = inhibition, hits mostly inhibitors; 0.13% of 410,000 active; AID 624418;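 further: loss of luciferase light is scored as toxicity; potency means the concentration at half of the fitted maximal effect; on the % scale 0 is the no-effect control and ±100 the full control effect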
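Compound-treated cells are incubated 24 hr at 37 deg C under 5% CO2 after a 12 hour attachment period, then luciferase detection reagent is added and luminescence is measured following 12 min at room temperature; lowered signal indicates toxicity.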
TDP-43 yeast inh: TDP-43 toxicity inhibition in yeast; Potency, µM (highest dose often 46.1 µM), for inactives: top-dose growth rescue (activation), usual class: activators; 1.8% of 410,000 active; TDP-43 expressing yeast growth rescue, BacTiter-Glo, 24 h; further: potency means the concentration at half of the fitted maximal effect; % of control where 0% means no effect; nearly all actives have a fitted effect of over 50% in size
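Cell-based yeast growth screen: TDP-43 expression induced in galactose, inoculum OD600=0.02 after raffinose pregrowth to mid-log. Read-out BacTiter-Glo luminescence at 24 hr, 30 deg C; inhibition of toxicity seen as signal increase.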
Starred values were filed as active, the others as inactive; i = inactive; ? = inconclusive; nt = no result given; & = joins results of further samples; [ ] = remark or other dose. Unless noted, the call rests on the fitted dose curve; in most records, active means well fitted curve in the direction sought with a large enough effect; inconclusive means small, poorly fitted or top-dose-only effect, or another doubt; inactive means no such curve, though single readings can be large; an effect the other way counts as inactive or inconclusive.

SMILES	MmCpn inh	PTHR1 agonist	aSyn yeast inh	GLP1R inv ag	FUS suppressor	Abeta rescue	Akt phos inh	HEK293 tox	TDP-43 yeast inh
CCOCCn1c(CN(Cc2ccccc2)Cc2ccccc2)nc2c1c(=O)n(C)c(=O)n2C	0%	-42%[inhibitor]	1%	?	?	7%	i	-20%	?
CCOc1ccc(CCNC(=O)C(CC)n2nc(C)c3c(C)n(-c4ccccc4)nc3c2=O)cc1 (stereo not given)	nt	i	nt	-23%	22%	-9%	nt	-10%	-4%
COc1ccc(-c2cc3ccccc3n2CC(O)CN2CCN(CCO)CC2)cc1 (stereo not given)	3%	0%	0%	10µM*	-19%	4%	i	1%	9%
Cc1nc2ccccn2c1C(=O)c1ccccc1	1%	-12%[57.5 µM]	-13%	49%[activator]	0%	4%	i	-10%	-1%
CC(C)(C)c1ccc(C(=O)NC(CC(=O)O)c2ccc(OC3CCCC3)cc2)cc1 (stereo not given)	1%	-25%	4%	?	-11%	-3%	i	5%	16%
CSc1cccc(NC(=S)N(CCN(C)C)C(C)c2ccccn2)c1 (stereo not given)	0%	-21%	-8%	?	25%	-10%	i	?	-12%
CSc1nc2ccc3nc(NC(=O)C4COc5ccccc5O4)sc3c2s1 (stereo not given)	-2%	-3%	-14%	-23%	24%	6%	i	-7%	21%
Cn1sc(=O)c2cc(S(=O)(=O)NC3CC3)ccc21	-8%	i	21%	-23%	21%	?	i	0%	15%
COc1cccc(C2CC(c3cccs3)=NN2C(=S)Nc2ccccc2)c1OC (stereo not given)	?	i	5%	?	29%	5%	i	-2%	20%
COc1cccc(/C=C/C(=O)c2ccc3c(c2)OCO3)c1OC	-3%	-49%[inhibitor]	-1%	?	nt	0%	i	-12%	?
O=C(CN1CCN(c2ccc(F)cc2)CC1)Nc1ccccc1	0%	-16%	10%	?	-16%	6%	i	3%	13%
CCOc1ccc2nc(N3CCCC(C(=O)Nc4ccc(OC)cc4)C3)sc2c1 (stereo not given)	nt	-27%	nt	4%	-32%	5%	nt	0%	0%
CCC(=O)NCCCCCCCCCNC(=O)CC	2%	i	-1%	8%	-2%	-5%	i	-4%	19%
Cc1ccc2ncnc(Nc3cccc([N+](=O)[O-])c3)c2c1	-1%	-17%	-3%	-2%	-19%	-5%	i	-22%	10%
COc1cc(NS(=O)(=O)c2ccc(NC(=S)Nc3ccccc3)cc2)nc(OC)n1	-2%	i	17%	24%	5%	7%	i	-19%	-3%
CCOc1ccc(C(NC(=O)c2ccco2)c2ccc(OC)c(OC)c2)cc1 (stereo not given)	-22%	i	2%	43%[activator]	12%	5%	i	11%	-7%
CCCNC(=O)c1cc(C2CCCCN2C(=O)c2cccs2)on1 (stereo not given)	nt	-16%	-3%	-18%	2%	-8%	i	4%	6%
CCN1CCCC1CN(Cc1cc2c(C)cc(C)cc2[nH]c1=O)C(=O)NC1CCCCC1 (stereo not given)	-2%	i	10%	?	34%	23%	i	?	-2%
O=c1[nH]cc(N2CCCCCC2)c(=O)[nH]1	1%	i	1%	-9%	-11%	-12%	i	?	-11%
O=C(NCCCn1ccnc1)/C(=C/c1cccs1)NC(=O)c1ccco1	1%	-95%[inhibitor]	-2%	16%	-39%	3%	i	17%	23%

Ordered by number of heavy atoms (ascending): part of the list above.
SMILES	MmCpn inh	PTHR1 agonist	aSyn yeast inh	GLP1R inv ag	FUS suppressor	Abeta rescue	Akt phos inh	HEK293 tox	TDP-43 yeast inh
Cc1nc2ccccn2c1C(=O)c1ccccc1	1%	-12%[57.5 µM]	-13%	49%[activator]	0%	4%	i	-10%	-1%
CCC(=O)NCCCCCCCCCNC(=O)CC	2%	i	-1%	8%	-2%	-5%	i	-4%	19%
COc1cccc(C2CC(c3cccs3)=NN2C(=S)Nc2ccccc2)c1OC (stereo not given)	?	i	5%	?	29%	5%	i	-2%	20%

The main list resumes; the three compounds before the break are reprinted first.
SMILES	MmCpn inh	PTHR1 agonist	aSyn yeast inh	GLP1R inv ag	FUS suppressor	Abeta rescue	Akt phos inh	HEK293 tox	TDP-43 yeast inh
CCN1CCCC1CN(Cc1cc2c(C)cc(C)cc2[nH]c1=O)C(=O)NC1CCCCC1 (stereo not given)	-2%	i	10%	?	34%	23%	i	?	-2%
O=c1[nH]cc(N2CCCCCC2)c(=O)[nH]1	1%	i	1%	-9%	-11%	-12%	i	?	-11%
O=C(NCCCn1ccnc1)/C(=C/c1cccs1)NC(=O)c1ccco1	1%	-95%[inhibitor]	-2%	16%	-39%	3%	i	17%	23%
O=C(COc1ccccc1Cl)N1CCN(c2ccc([N+](=O)[O-])c(N3CCCCC3)c2)CC1	0%	i	-6%	-8%	4%	-3%	i	?	-7%
Cc1ccc(NC(=O)/C=C/c2ccc3c(c2)OCO3)cc1S(=O)(=O)N1CCOCC1	-9%	-3%	-6%	14%	nt	-1%	i	-13%	15%
CCC(C(=O)N1CCc2cc(OC)c(OC)cc2C1)c1ccccc1 (stereo not given)	2%	-15%	9%	-25%	?	-12%	i	0%	12%
COc1cc(/C=C\C(=O)OCn2nnc3ccccc3c2=O)cc(OC)c1OC	-1%	-12%	?	94%[activator]	22%	-13%	i	0%	20µM*
O=C(Nc1cccc(Oc2ccccc2)c1)C1Cc2c(-c3cccc(F)c3)ccnc2O1 (stereo not given)	nt	i	1%	?	?	0%	i	3%	29%
CC(=O)Nc1c(C)ccc([N+](=O)[O-])c1C	nt	i	-4%	7%	-9%	-9%	i	-5%	-15%
O=C(C1CCCCC1)N1CCc2ccccc21	1%	-3%	0%	?	-14%	-7%	i	-9%	2%
COC(=O)c1c(NC(=O)C(=O)NCC2CCCO2)sc2c1CC(C)(C)OC2 (stereo not given)	-2%	19%	3%	-12%	-8%	?	i	?	13%
CCN(CC)S(=O)(=O)c1ccc2c(c1)N(CC(=O)N1CCN(c3cccc(C)c3)C(C)C1)C(=O)CO2 (stereo not given)	nt	i	nt	-2%	42%	?	nt	-5%	5%
CN(CCCC1CCCC1)C(=O)CC1C(=O)NCCN1Cc1ccc(F)cc1 (stereo not given)	-2%	i	-3%	?	nt	-9%	i	12%	17%
COc1ccc(NC(=O)CSCC(=O)Oc2c(OC)cccc2OC)cc1	1%	-12%	-3%	3%	8%	1%	i	10%	12%
CCCCN1C(=O)/C(=C(/C#N)C(N)=O)c2ccccc21	-1%	i	-1%	5%	-7%	6%	i	-7%	?
CC(C)C(NS(=O)(=O)c1cccc2nsnc12)C(=O)N1CCc2ccccc2C1 (stereo not given)	2%	-24%[57.5 µM]	6%	0%	23%	11%	i	-1%	-8%
O=C(NC1CC1)c1ccc2c3c(cccc13)CC2	-1%	i	10%	3%	nt	0%	i	-11%	18%
Cc1ccn2cc(-c3cccc(NC(=O)c4ccccc4)c3)nc2c1	0%	-53%	-1%	-14%	nt	13%	i	-23%	9%
CC1(C)Cc2c(cnn2-c2ccc(F)cc2)C(NC(=O)CCC(F)(F)F)C1 (stereo not given)	0%	-11%	4%	-15%	21%	23%	i	2%	12%
O=[N+]([O-])c1ccc(NC(=S)N2CCN(S(=O)(=O)c3ccccc3)CC2)cc1	-2%	-16%	2%	?	24%	18%	i	4%	24%
O=C(NCCc1ccccc1)c1nc(-c2cccs2)no1	0%	-3%	-4%	1%	12%	-15%	i	12%	16%
NS(=O)(=O)c1ccc(CCNC(=O)Cc2ccc(S(=O)(=O)N3CCOCC3)s2)cc1	-1%	-21%	-1%	0%	24%	0%	i	7%	5%
CCNC(=S)NC1CC2CCC(C1)N2Cc1ccccc1 (stereo not given)	0%	i	-7%	-19%	9%	9%	i	-13%	-15%
CCn1c(CCc2ccccc2)nnc1SCC(N)=O	-11%	-14%	1%	18%	12%	2%	i	-5%	6%
COc1ccc(OCc2nc3ccccc3n2Cc2ccc(C(C)(C)C)cc2)cc1	nt	-13%	nt	8%	0%	11%	nt	-10%	7%
CCCCc1nc2cc(C(=O)N3CCC(O)CC3)ccc2o1	-2%	-27%	-7%	?	-5%	1%	i	-1%	-3%
COc1ccc(NC(=O)CCC(=O)Nc2nnc(C3CCCCC3)s2)cc1	1%	-8%	0%	11%	-11%	4%	i	-3%	-9%
CCCSc1ncc(Cl)c(C(=O)Nc2ccc(S(=O)(=O)Nc3ncccn3)cc2)n1	-3%	-20%	-3%	-18%&5%	17%&-17%	10%&-7%	i	-22%&-4%	-20%&25%
CC(C)CC(NS(=O)(=O)c1ccc2c(c1)oc(=O)n2C)C(=O)NC1CCCc2ccccc21 (stereo not given)	0%	i	0%	14%	-11%	-6%	i	-3%	14%
COC(=O)C1CCN(S(=O)(=O)c2ccc(NC(C)=O)cc2)CC1	-19%	i	-10%	5%	6%	-9%	i	-2%	-5%
O=c1oc2ccc(Cl)cc2cc1-c1cn2c(n1)sc1ccccc12	nt	24%	nt	1%	15%	-12%	nt	12%	4%
CCOC(=O)N1CCC(n2c(SCC(=O)Nc3nccs3)nc3ccsc3c2=O)CC1	0%	i	0%	8%	?	-22%	-81%*	3%	-11%
COc1cccc(/C=N\NS(=O)(=O)c2ccccc2)c1OC	1%	-3%	-2%	-25%	3%	24%	i	-6%	11%
CC(C)CN1Cc2ccccc2Oc2cc(Br)ccc2S1(=O)=O	-6%	-56%[inhibitor]	11%	-3%	-19%	0%	i	2%	4%
COc1ccc(NC(C)=O)cc1NC(C)C(=O)Nc1cccc(S(=O)(=O)N2CCOCC2)c1 (stereo not given)	-2%	i	4%	13%	-14%	2%	i	1%	9%
CCOC(=O)c1ccc2c(c1)nc(-c1ccc(F)cc1)c1nccn12	-3%	i	-2%	1%	-4%	4%	i	3%	-7%[0.397 µM]

Only part of the results is shown, so the mix of outcomes need not match the whole.
